Screens from PubChem BioAssay.
GLP-1R agonist: qHTS of GLP-1 Receptor Agonists. HEK293 GLP-1R CRE-luciferase, luminescence, 4-6 h; cells express a hypersensitive GLP-1R form. Potency, µM (top dose mostly 45.6 µM), for the others: top-dose activation, hits mostly activators. actives 0.007% (n = 380,000); note: potency is the fitted concentration of half-maximal effect; % of control where 0% means no effect
Target sequence (P43220 whole entry, looked up): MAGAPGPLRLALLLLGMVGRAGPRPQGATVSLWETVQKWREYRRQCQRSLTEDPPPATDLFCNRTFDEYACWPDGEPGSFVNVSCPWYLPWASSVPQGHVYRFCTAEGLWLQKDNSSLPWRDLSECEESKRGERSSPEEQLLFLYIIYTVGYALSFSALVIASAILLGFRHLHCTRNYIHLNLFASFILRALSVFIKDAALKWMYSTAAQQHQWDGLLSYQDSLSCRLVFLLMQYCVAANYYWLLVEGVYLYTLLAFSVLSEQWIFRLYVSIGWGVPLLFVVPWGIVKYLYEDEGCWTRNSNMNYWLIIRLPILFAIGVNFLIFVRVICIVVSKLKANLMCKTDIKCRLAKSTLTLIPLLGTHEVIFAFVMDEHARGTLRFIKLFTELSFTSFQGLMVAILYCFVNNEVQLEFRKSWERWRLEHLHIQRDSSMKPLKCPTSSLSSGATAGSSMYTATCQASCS
KB-3-1 cytotox: qHTS assay for MDR1-selective chemotherapeutics: Primary screen using the parental adenocarcinoma cell KB-3-1 | KB-3-1 viability, CellTiter-Glo ATP luminescence, 72 h | Potency, µM (highest dose often 46.1 µM), for inactives: at the top dose activity change, negative = cytotoxic, hits mostly cytotoxic | actives 1.4% (n = 400,000) | AID 1347075, 2019; note: potency is the fitted concentration of half-maximal effect; % is set by controls: 0 for no effect and ±100 for the full control effect; nearly all actives have a fitted effect of over 60% in size
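KB-3-1 cells, DMEM (no phenol red) + 10% FBS; compound by pin transfer, 72 h, 37 °C. Readout: CellTiter-Glo luminescence after 10 min. Data normalized, curve-fitted.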
SW480 rereplic: A quantitative high throughput screen for small molecules that induce DNA re-replication in SW480 colon adenocarcinoma cells | SW480 DNA re-replication, Hoechst DNA content imaging, 48 h | Potency, µM (series often up to 46.1 µM), without a hit: at the highest dose re-replication activation, usual class: activators | actives 1.8% (n = 340,000); note: potency is the fitted concentration of half-maximal effect; % of control where 0% means no effect; nearly all actives have a fitted effect of over 55% in size
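First, 250 cells per well were seeded. Next, compound or vehicle (23 nL) was pinned in, plates sat 48 hr at 37 C. Finally Hoechst was added for 40 min before fluorescence scanning.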
HT1080 IDH1KD tx: qHTS for induction of synthetic lethality in tumor cells producing 2HG: qHTS for the HT-1080-IDH1KD cell line | HT-1080 IDH1 knockdown viability, ATP luminescence, 48 h | Potency, µM (titrated, usually from 46.1 µM), for inactives: at the highest dose activity, negative = toxicity, actives largely listed as cytotoxic | actives 2% (n = 360,000);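 note: potency is the fitted concentration of half-maximal effect; 0% = DMSO wells and -100% = cell-free medium wells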
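CellTiter-Glo luminescence after 48 h compound exposure at 37 degrees C of IDH1-knockdown HT-1080 cells in 5% FBS RPMI. %Activity scaled between DMSO wells and cell-free media wells, with curves fitted and assigned curve classes.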
HT1080-NT tox: qHTS for induction of synthetic lethality in tumor cells producing 2HG: qHTS for the HT-1080-NT fibrosarcoma cell line; AID 686970, 2013; Potency, µM (titrated, usually from 46.1 µM), for the others: top-dose activity, negative = less viability, usual class: cytotoxic; HT-1080-NT fibrosarcoma viability, CellTiter-Glo ATP luminescence, 48 h; actives 1.6% (n = 360,000);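 note: NT is the 2HG producing partner of a matched IDH1 knockdown line; potency is the fitted concentration of half-maximal effect; 0% = DMSO-treated cells and -100% = media-only wells without cells; nearly all actives have a fitted effect of over 55% in size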
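Viability of the 2HG-overproducing fibrosarcoma line after 48 hours of compound exposure at 37 degrees C was determined by luminescence with CellTiter-Glo, and concentration-effect curves were then fitted and categorized.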
KB-V1 cytotox: qHTS assay for MDR1-selective chemotherapeutics: Primary screen using the drug-selected MDR subline cells KB-V1. KB-V1 MDR cells viability, CellTiter-Glo, 72 h. Potency, µM (highest dose often 46.1 µM), inactives show at the top dose activity change, negative = cytotoxicity, hits mostly cytotoxic. actives 3.4% (n = 400,000). AID 1347076, 2019; note: potency is the fitted concentration of half-maximal effect; % is set by controls: 0 for no effect and ±100 for the full control effect; nearly all actives have a fitted effect of over 60% in size
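Drug-selected KB-V1 cells, grown in DMEM lacking phenol red with 10% FBS, receive compound titrations; after three days at 37 degrees C, surviving cell ATP is quantified by CellTiter-Glo luminescence and responses normalized and curve-fitted.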
D3 antag: qHTS of D3 Dopamine Receptor Antagonist: qHTS | D(3) dopamine receptor (Homo sapiens), P35462 | D3R cells, DiscoveRx beta-arrestin luminescence, antagonist mode; hits give low values | max response, negative = inhibition, % | actives 2.5% (n = 360,000) | AID 652054, 2013; in the data active = max response below about -50%; inconclusive = no clear call, values can overlap the other calls; note: % is set by controls: 0 for no effect and ±100 for the full control effect; mostly tested at two doses, the higher about 12 µM
Target sequence (P35462 whole entry, looked up): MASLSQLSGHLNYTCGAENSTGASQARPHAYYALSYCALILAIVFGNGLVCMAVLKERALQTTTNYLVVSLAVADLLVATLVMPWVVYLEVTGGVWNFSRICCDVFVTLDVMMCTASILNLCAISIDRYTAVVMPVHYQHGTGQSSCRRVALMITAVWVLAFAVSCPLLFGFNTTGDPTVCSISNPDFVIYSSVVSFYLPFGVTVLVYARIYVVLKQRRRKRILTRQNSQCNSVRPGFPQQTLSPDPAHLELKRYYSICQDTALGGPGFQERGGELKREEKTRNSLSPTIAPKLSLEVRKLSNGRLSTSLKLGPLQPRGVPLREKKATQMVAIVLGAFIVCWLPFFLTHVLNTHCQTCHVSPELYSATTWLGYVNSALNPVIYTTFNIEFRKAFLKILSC
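Cells plated overnight at 1500 cells/well, then exposed to library compounds with dopamine controls for 90 minutes at 37 degrees C. DiscoveRx reagent added for 30–60 minutes at room temperature; luminescence read, quantitative HTS format.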
DRD3 agonist: qHTS of D3 Dopamine Receptor Agonist: qHTS. D(3) dopamine receptor (Homo sapiens), P35462. D3R DiscoveRx beta-arrestin cells, luminescence, 90 min. max activation, %. actives 0.58% (n = 410,000). AID 652048, 2013; in the data active = max activation above about 30%; note: 0% is about no effect; mostly tested at two doses, the higher about 12 µM
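Agonist-mode cell screen: cells plated at 1500/well and incubated overnight at 37 °C, then exposed to library compounds for 90 min at 37 °C. Detection reagent was added for 30–60 min at room temperature, and luminescence was read.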
IL-1B inflam inh: qHTS for Inhibitors of Inflammasome Signaling: IL-1-beta AlphaLISA Primary Screen | activity change, % at 57.5 µM | THP-1 LPS/ATP IL-1B secretion, AlphaLISA, 16 h; hits give low values | AID 743279, 2014 | actives 4.7% (n = 360,000); in the data active = activity change below about -50%; inconclusive = mostly about -30% to -49%; note: % is set by controls: 0 for no effect and ±100 for the full control effect
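THP-1 cells pretreated 1 hr with compounds (up to 57.5 uM final), then stimulated with LPS (250 ng/mL final) plus ATP (1.25 mM final); secreted IL-1B measured by AlphaLISA after 16 hr, decreased signal indicating inhibition.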
* hit, by the source's call; ? = inconclusive; / = no result given; [ ] = another dose, or the depositor's remark. Unless noted, calls come from the whole dose curve; as a rule, active = well fitted curve in the direction sought with a large enough effect; inconclusive = small, poorly fitted or top-dose-only effect, or another doubt; inactive = no such curve, though single readings can be large; an effect the other way counts as inactive or inconclusive.

SMILES | GLP-1R agonist | KB-3-1 cytotox | SW480 rereplic | HT1080 IDH1KD tx | HT1080-NT tox | KB-V1 cytotox | D3 antag | DRD3 agonist | IL-1B inflam inh
Cc1ccc(-c2cc(NC=O)c3ncc(-c4cnn(C)c4)n3c2)cc1 | ? | 10µM* | / | ? | ? | 5.8µM* | -2 | 4 | -51*
COc1ccc(C2C(C#N)=C(N)N(c3cccnc3)C3=C2C(=O)CC(C)(C)C3)cc1OC (stereo not given) | 7% | -8% | -29% | 11% | -1% | -1% | -5 | 5 | 7
COc1ccccc1CNc1ncc(-c2ccccc2)n1C | 0% | -8% | -9% | -5% | -19% | -7% | -18 | -14 | 0
CN(Cc1cnccn1)C(=O)CC1C(=O)NCCN1Cc1cccc(Oc2ccccc2)c1 (stereo not given) | 6% | -1% | 1% | -14% | -3% | 4% | -4 | -7 | -4
CCCCn1c(CNC(=O)C(C)(C)C)nc2ccccc21 | -1% | 13% | -12% | 7% | 16% | 5% | 21 | 0 | 9
CC(=O)C1(O)C(C)CC2C3CCC4CC(O)CCC4(C)C3=CCC21C (stereo not given) | 3% | 6% | ? | -27% | -12% | 1% | 4 | 15 | 23
COC(=O)CC1C(=O)NCCN1C(=O)c1c(F)cccc1F (stereo not given) | 7% | -4% | -7% | 13% | 15% | -4% | -1 | -2 | 7
O=C(COc1ccc(Cl)cc1)NCc1nnc(SCC(=O)N2CCCc3ccccc32)o1 | 2% | 6% | 4% | -3% | 4% | 0% | 3 | -7 | -5
COc1cccc(CN(C)C(=O)CCN=C2NS(=O)(=O)c3ccccc32)c1 | -4% | -2% | -8% | 2% | 6%[9.24 µM] | ? | -3 | -12 | 46
O=C(Nc1cccc2c1CCCC2)c1ccc(F)cc1 | 0% | -3% | -13% | -7% | -11% | -6% | 4 | -10 | -11
O=C1c2ccccc2NC2(CCCC2)N1O | -1% | ? | 15% | -1% | -2% | 0% | 20 | -1 | -2
COc1cc(OC)cc(C(=O)N2CCN(C(=O)c3ccc(OC)c(OC)c3)CC2)c1 | 0% | -8% | -4% | 2% | 1% | 23% | -8 | 1 | 0
CN(/N=C/c1ccc(O)cc1O)c1nc(-c2ccccc2)cc(-c2ccccc2)n1 | -29% | ? | ? | ? | ? | -1% | ? | -27 | -24
CC(C)CC(=O)NC(=S)Nc1ccc(N2CCCC2)c(Cl)c1 | 8% | -9% | -7% | -11% | ? | -6% | 5 | 6 | -11
CC(Oc1ccc(Cl)cc1Cl)C(=O)NC1=NN(c2ccccc2)C(=O)C1 (stereo not given) | -26% | 12% | -3% | ? | -29% | -12% | 11 | 3 | 1
CCCn1c(N)c(N(CCOC)C(=O)c2cc(C)cc(C)c2)c(=O)[nH]c1=O | 6% | ? | -19% | 19% | 15% | 1% | -2 | -3 | -12
CCCCN(C(=O)c1ccc2c(c1)OCO2)c1c(N)n(CCCC)c(=O)[nH]c1=O | 5% | -5% | -361%[inhibitor] | 4% | 8% | 20% | -2 | 5 | 14
COc1ccccc1N1CCN(C(=O)c2ccc(Cn3c(=O)[nH]c4ccsc4c3=O)cc2)CC1 | 10% | -8% | 1% | -23% | -13% | 13% | 53 | 3 | -12
COc1ccc(NC(=O)C2CCCN(c3cnccn3)C2)cc1 (stereo not given) | 5% | 2% | -10% | 9% | 5% | -16% | 2 | -5 | 3
Cc1[nH]nc(SCC(=O)NC2CCCC2)c1[N+](=O)[O-] | -8% | -5% | ? | 2% | 0% | 3% | 0 | -12 | -6
N#Cc1ccc(OCC(=O)N/N=C(\CCC(=O)O)c2cccs2)cc1 | 0% | 2% | -4% | 18% | 3% | 0% | 14 | -4 | 7
O=S(=O)(Nc1ccc(Cl)cn1)c1ccccc1 | 3% | -7% | 8% | 0% | 7% | 5% | -4 | -4 | -1
O=C(Nc1ccc2c(c1)OCCO2)C1CCCN(S(=O)(=O)c2cccs2)C1 (stereo not given) | -8% | -1% | -7% | -13% | -11% | -1% | 63 | 7 | 7
Cc1ccc(C(=O)Nc2cccc(-c3cn4ccccc4n3)c2)cc1 | 20% | 0% | 11% | -5% | -24% | 0% | 2 | -5 | -52*
Cc1cc(N/N=C/c2cccc(Cl)c2)nc(NCc2ccccc2)n1 | 1% | ? | 5% | ? | ? | ? | -12 | -2 | -77*

Results in HT1080-NT tox and KB-3-1 cytotox (five entries from above):
Compound | HT1080-NT tox | KB-3-1 cytotox
CCCn1c(N)c(N(CCOC)C(=O)c2cc(C)cc(C)c2)c(=O)[nH]c1=O | 15% | ?
COc1ccc(C2C(C#N)=C(N)N(c3cccnc3)C3=C2C(=O)CC(C)(C)C3)cc1OC (stereo not given) | -1% | -8%
CN(/N=C/c1ccc(O)cc1O)c1nc(-c2ccccc2)cc(-c2ccccc2)n1 | ? | ?
O=C1c2ccccc2NC2(CCCC2)N1O | -2% | ?
Cc1cc(N/N=C/c2cccc(Cl)c2)nc(NCc2ccccc2)n1 | ? | ?

Complete entries as entered above. Order of screens: GLP-1R agonist	KB-3-1 cytotox	SW480 rereplic	HT1080 IDH1KD tx	HT1080-NT tox	KB-V1 cytotox	D3 antag	DRD3 agonist	IL-1B inflam inh
Entry for COc1ccc(NC(=O)C2CCCN(c3cnccn3)C2)cc1 (stereo not given) → 5%	2%	-10%	9%	5%	-16%	2	-5	3
Entry for COc1ccccc1N1CCN(C(=O)c2ccc(Cn3c(=O)[nH]c4ccsc4c3=O)cc2)CC1 → 10%	-8%	1%	-23%	-13%	13%	53	3	-12
Entry for Cc1ccc(C(=O)Nc2cccc(-c3cn4ccccc4n3)c2)cc1 → 20%	0%	11%	-5%	-24%	0%	2	-5	-52*

Additional structures:
SMILES | GLP-1R agonist | KB-3-1 cytotox | SW480 rereplic | HT1080 IDH1KD tx | HT1080-NT tox | KB-V1 cytotox | D3 antag | DRD3 agonist | IL-1B inflam inh
CCOC(=O)Cc1nnc(NC(=O)c2ncn[nH]2)s1 | -11% | 0% | 0% | -2% | 8% | -16% | ? | -2 | 27
O=C1OCCN1C(=O)[C@H]1[C@H](c2ccc([N+](=O)[O-])cc2)C(c2cccc(Cl)c2)=NN1c1ccccc1 | -3% | -14% | 13% | -18% | -25% | 6% | 14 | 2 | ?
Cc1cccc(NC(=O)c2cc(=O)c3ccccc3o2)c1 | 2% | -12% | -3% | 15% | 13% | ? | ? | -33 | 6
CC(C)n1nnnc1C1c2ccccc2C(=O)N1Cc1ccccc1 (stereo not given) | 8% | 3% | / | 18% | 25% | -13% | -2 | 4 | 43
CCN(CC)S(=O)(=O)c1ccc(NC(=S)NC(=O)C2CCC2)cc1 | 4% | 5% | 9% | -10% | -12% | -4% | -13 | -3 | -17
Cc1cc(NC(=O)c2ccco2)sc1C | 19% | ? | -7% | -18% | -17% | ? | ? | -4 | -8
CCCN(c1ccc(OCC)cc1)S(=O)(=O)c1ccc2c(c1)CCN2C(=O)CCC(=O)O | 8% | -20% | -9% | 12% | 4% | -14% | 1 | 1 | -7
COc1ccc(CN2CCC(C)(Oc3ccc(C(C)=O)cc3)C2)c2ccccc12 (stereo not given) | 19% | 0% | / | ? | ? | -3% | -21 | -2 | 0
COc1cccc(CN2CC(C(=O)NC3CCCCCC3)CCC2=O)c1 (stereo not given) | 7% | 3% | -14% | 7% | 12% | 8% | -15 | -5 | -8
CCOC(=O)c1c(C)n(C)c2ccc(OCC(O)Cn3nc(C)cc3C)cc12 (stereo not given) | 15% | -3% | -2% | -13% | -2% | -5% | 37 | -3 | -21
Cc1cnc(C(=O)Nc2ccccc2F)cn1 | -2% | -3% | -2%[9.22 µM] | -4% | -2% | 8% | 8 | 1 | -5
COC(=O)c1cccc(C23CC4(C2)[C@H](CN(Cc2ccc(C(F)(F)F)cc2)[C@@H]4c2ccccc2)C3c2ccccc2)c1 (stereo not given in full) | 4% | ? | ? | -18% | -5% | -18% | -14 | -4 | 39
COc1ccccc1-c1cnc(C(O)c2cccc(F)c2)[nH]1 (stereo not given) | 5% | 2% | / | 8% | 8% | -20% | 0 | -4 | 32
O=C(/C=C\Nc1ccc(Cl)cn1)c1ccc(Br)cc1 | -14% | -6% | 11% | 10% | 10% | 0% | 9 | 7 | -20
Cc1ccc2[nH]c3c(=O)n(CCc4cnc[nH]4)cnc3c2c1 | ? | 4% | 0% | 0% | 6% | 4% | 71 | -7 | 4
CC(C)c1nc2sc3c(=S)nc[nH]c3c2c2c1CCC2 | 2% | -3% | -10% | 0% | -2% | -22% | 4 | 26 | 41
c1ccc2c3c([nH]c2c1)C(C1CCCCC1)N(Cc1ncc[nH]1)CC3 (stereo not given) | 8% | 1% | 10% | -17% | -26% | 2% | 0 | -13 | -87*
Cc1c(Cl)cccc1N(CC(=O)NC1CCCCC1)S(C)(=O)=O | -7% | 5% | -2% | 5% | 5% | 0% | -11 | -6 | -4
COc1ccc(C(C)=O)cc1CN1CCCCC1 | -1% | 7% | 0% | 3% | 5% | 2% | -26 | 3 | -7
